# SNCA viab count = reduces viability of HEK-293 SNCA reporter cells; HEK-293-SNCA-luc viability, GF-AFC fluorescence, 24 h; Potency, µM (top dose mostly 57.1 µM), for the others: at the highest dose activity change, negative = cytotoxicity, actives largely listed as cytotoxic; 0.12% of 150,000 active;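 also: potency is read from the fitted curve at half-maximal effect; 0% = DMSO-treated cells and -100% = medium-only wells without cells; nearly all actives have a fitted effect of over 30% in size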
#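 HEK-293-SNCA-luc cells (1500/well) plated 24 h, then exposed 24 h to a dilution series; GF-AFC added 30 min at 37C, fluorescence 405/540 nm; normalised to medium-only and DMSO wells, Hill fit.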
# 3T3 cytotox = cytotoxic compounds in NIH 3T3 cells. 4.3% of 94,000 active. Potency, µM (highest dose often 96.7 µM), for inactives: at the highest dose activity change, negative = cytotoxicity, hits mostly inhibitors. NIH 3T3 viability, CellTiter-Glo ATP luminescence, 48-72 h. AID 1345082; also: potency is read from the fitted curve at half-maximal effect; nearly all actives have a fitted effect of over 55% in size
#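 Mouse fibroblast NIH 3T3 cells, 400 per well, received compound via pintool and were incubated for 48 or 72 hr prior to CellTiter-Glo ATP luminescence measurement.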
# FLuc inh = Photinus pyralis luciferase inhibition; P08659; purified P. pyralis luciferase, luminescence, biochemical; Potency, µM (series often up to 115 µM), for inactives: top-dose activity change, negative = inhibition, usual class: inhibitors; 2.5% of 76,000 active; AID 1347043; also: potency is read from the fitted curve at half-maximal effect; nearly all actives have a fitted effect of over 65% in size
# Target sequence (P08659 whole entry, looked up): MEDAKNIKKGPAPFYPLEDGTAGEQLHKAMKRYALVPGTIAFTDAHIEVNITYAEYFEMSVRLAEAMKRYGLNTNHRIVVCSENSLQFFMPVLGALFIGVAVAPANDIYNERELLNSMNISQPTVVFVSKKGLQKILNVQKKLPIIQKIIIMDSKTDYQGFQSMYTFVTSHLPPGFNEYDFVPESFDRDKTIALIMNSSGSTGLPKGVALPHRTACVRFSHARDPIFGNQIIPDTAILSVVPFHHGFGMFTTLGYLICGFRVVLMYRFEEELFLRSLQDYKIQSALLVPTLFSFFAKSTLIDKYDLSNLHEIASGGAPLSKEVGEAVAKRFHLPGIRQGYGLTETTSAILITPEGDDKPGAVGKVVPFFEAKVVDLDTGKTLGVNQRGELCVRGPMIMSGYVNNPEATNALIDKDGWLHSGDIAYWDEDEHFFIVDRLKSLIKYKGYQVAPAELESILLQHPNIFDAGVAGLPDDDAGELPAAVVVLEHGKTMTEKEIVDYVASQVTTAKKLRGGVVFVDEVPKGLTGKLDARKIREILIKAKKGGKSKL
#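 Luminescence read by CCD imager after adding enzyme (10nM final) to wells holding compound, titrated in qHTS. Substrates 10uM each D-luciferin and ATP; buffer 50mM Tris acetate pH 7.5, 10mM Mg acetate, Tween-20, BSA.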
# GPT2 inh = inhibitors of human GPT2 alanine aminotransferase | Q8TD30 | Recombinant GPT2, coupled pyruvate oxidase/HRP Amplex Red fluorescence | Potency, µM (doses to about 57.7 µM), for inactives: top-dose activity change, negative = inhibition, hits mostly inhibitors | 0.25% of 100,000 active | AID 1671188; also: potency is read from the fitted curve at half-maximal effect; nearly all actives have a fitted effect of over 60% in size; many of its hits are not listed in these tables
#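 Inhibition is scored from Amplex Red fluorescence generated when pyruvate oxidase and HRP act on pyruvate released by GPT2. Reactions contain 10ng/uL enzyme, 250uM a-KG and 2mM L-alanine and run 30 min at room temperature.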
# IP6K1 inh = blocks human inositol hexakisphosphate kinase 1 | Q92551 | IP6K1 kinase, ADP-Glo luminescence, 2 h; stronger effect = lower value | activity change, % (series mostly up to about 58 µM) | 0.81% of 140,000 active | AID 1645851; in the data active = activity change below about -25%
# Target sequence (Q92551 whole entry, looked up): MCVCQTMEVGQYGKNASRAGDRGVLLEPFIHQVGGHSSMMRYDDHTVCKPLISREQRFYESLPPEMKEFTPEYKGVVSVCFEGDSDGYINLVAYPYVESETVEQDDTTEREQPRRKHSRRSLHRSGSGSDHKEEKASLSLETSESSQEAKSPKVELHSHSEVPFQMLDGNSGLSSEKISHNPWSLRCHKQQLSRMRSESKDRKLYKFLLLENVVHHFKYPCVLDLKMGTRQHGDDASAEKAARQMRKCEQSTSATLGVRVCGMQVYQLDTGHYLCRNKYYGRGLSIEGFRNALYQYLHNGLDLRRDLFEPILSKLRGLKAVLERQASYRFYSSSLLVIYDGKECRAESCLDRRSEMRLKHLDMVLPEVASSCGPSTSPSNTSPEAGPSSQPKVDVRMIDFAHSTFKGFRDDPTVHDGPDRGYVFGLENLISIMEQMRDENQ
#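 ADP-Glo luminescence measures ADP made by human IP6K1 during a 2 h RT reaction with ATP/IP6 (mix at 1.3 mM/130 uM); top library doses 57.5 and 19.1 uM final.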
# SNCA expr inh = inhibitors of alpha-synuclein (SNCA) gene expression; HEK-293 SNCA-luciferase knock-in, luminescence, 24 h; Potency, µM (doses to about 57.2 µM), for the others: at the top dose activity change, negative = inhibition, usual class: inhibitors; 0.17% of 140,000 active;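 also: potency is read from the fitted curve at half-maximal effect; plate controls were DMSO cells for no effect and cell-free wells for full effect; nearly all actives have a fitted effect of over 45% in size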
# HEK293 tox = HEK 293 cell cytotoxicity. HEK 293 viability, ATP luminescence (CellTiter-Glo), 48-72 h. Potency, µM (top dose mostly 115 µM), for inactives: top-dose activity change, negative = cytotoxicity, usual class: inhibitors. 6.6% of 94,000 active; also: potency is read from the fitted curve at half-maximal effect; nearly all actives have a fitted effect of over 60% in size
#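 250 HEK 293 cells/well; compound by pintool; incubated 48 or 72 hr at 37 degree Celsius; CellTiter-Glo added, 10 min RT, luminescence imaged.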
# * marks the source's active call; other numbers are inactive results; i = inactive; ? = inconclusive; nt = no result given; [ ] = remark or other dose. Unless noted, calls follow the shape of the dose curve; as a rule, active = well fitted curve in the direction sought with a large enough effect; inconclusive = small, poorly fitted or top-dose-only effect, or another doubt; inactive = no such curve, though single readings can be large; an effect the other way counts as inactive or inconclusive. Unless noted, % is scaled to controls: 0 for no effect and ±100 for the full control effect. This is a subset, so the mix of outcomes need not match the whole.
SMILES,SNCA viab count,3T3 cytotox,FLuc inh,GPT2 inh,IP6K1 inh,SNCA expr inh,HEK293 tox
COCCNC(=O)C1COC2(CCC(C)CC2)N1C(=O)c1ccccc1C (configuration not stated),-2.6%,-11.4%,-3.9%,i,-4.7,-14.4%,-20.0%
COCC(=O)N1CCC(C(=O)N2CCC(c3ccccc3)CC2)CC1,4.5%[87.6 µM],-30.0%[138 µM],nt,4.7%[88.5 µM],22.1,46.5%[activator][87.6 µM],-2.9%[172 µM]
Cc1ccccc1-c1noc(CNC(C)c2ccc(-n3cncn3)cc2)n1 (configuration not stated),2.8%,-2.6%,-0.4%,i,13.0,-24.6%,2.3%
Cc1ccc(NC(=O)[C@H](Cc2ccccc2)N2Cc3ccccc3C2=O)cc1,-4.9%,nt,nt,nt,-8.0,-3.6%,nt
COc1ccc(-c2cn3nc(N4CCCC(C(=O)Nc5ccc(Cl)cc5C)C4)sc3n2)cc1 (configuration not stated),6.1%,nt,nt,nt,-1.7,24.3%,nt
Cc1ccc(N(CC(=O)N2CCN(c3cc(Cl)ccc3C)CC2)S(=O)(=O)c2c(C)noc2C)cc1,15.2%,nt,nt,nt,7.7,?,nt
COC(=O)CSc1nc2sc3c(c2c(=O)n1-c1ccc(C)cc1)CC(C(C)C)OC3 (configuration not stated),?,nt,nt,nt,16.9,-12.8%,nt
COc1ccc(S(=O)(=O)N2CC[C@H](n3c(=O)n(C)c4cccnc43)C2)cc1,-14.6%,?,nt,?,-7.0,10.4%,?
COc1ccc(CC(=O)NC2CCCc3c2[nH]c2c(Cl)cccc32)cc1 (configuration not stated),-6.4%,25.1µM*,-10.4%,-21.7%,11.1,?,?
COC(=O)[C@@H]1Cc2ncn(Cc3ccc(OC)cc3)c2CN1C(=O)c1cccs1,-21.2%[87.6 µM],?,-9.1%[172 µM],i,1.8,-10.9%[87.6 µM],-18.7%[172 µM]
CC(=O)N1Cc2ccccc2CC2(CCCN2CC2CCOCC2)C1 (configuration not stated),-8.4%,i,nt,i,-5.6,-1.7%,0.2%
CC(C)C[C@@H](NC(=O)C1=C[C@@H](NC(=O)CC2(CC(=O)O)CCCC2)[C@@H](O)[C@H](O)C1)C(N)=O,1.3%,3.2%,-5.3%,-6.4%,5.0,-18.5%,i
COc1ccc(Cl)cc1NC(=O)c1c(NCc2cccnc2)sc2c1CCC(C)C2 (configuration not stated),-11.6%,nt,nt,nt,-1.6,?,nt
CC(=O)Nc1cccc(NC(=O)C2(c3cccs3)CCOCC2)c1,19.3%,nt,nt,nt,5.4,2.4%,nt
CN1CCc2c([nH]c3ccccc23)C12CCN(C(=O)c1ccccn1)CC2,-7.7%[12.5 µM],2.5%,9.7%,i,-13.4,-13.8%,i
COc1ccc([C@@H](NC(=O)c2scc3c2OCCO3)C2CC(O)C2)cn1 (some centres not stated),-9.8%,-12.2%,9.3%,i,11.4,-3.5%,1.8%
CCC(c1cccs1)N1C(=O)[C@H]2CN(S(=O)(=O)c3ccc(Cl)cc3)C[C@H]2C1=O (some centres not stated),-6.4%,-6.8%,2.3%,3.6%,3.5,-15.3%,?
N#Cc1ccc(C(=O)N2CCCN(c3cc(-c4ccc(Cl)cc4)[nH]n3)CC2)cc1,2.3%,?,-4.7%,-25.7%,-7.0,?,28.2µM*
COc1ccc(N(C(=O)Nc2c(C)cccc2C)c2cc(Nc3ccc(N4CCN(C)CC4)cc3)ncn2)c(OC)c1,-18.7%,nt,nt,-24.5%,14.6,nt,nt
CC(C)c1nc2nccc(-c3ccc(F)cc3)n2n1,0.3%,-12.8%,-9.2%,i,7.3,-8.8%,?
CNC(=O)c1nc2cccnc2n(CCCOC)c1=O,-8.7%[87.6 µM],-3.7%[138 µM],nt,?,21.3,6.7%[87.6 µM],4.8%[172 µM]
O=C(c1ccc(F)cc1)N1C[C@@H]2C[C@H](C1)c1ccc(NS(=O)(=O)Cc3ccccc3)c(=O)n1C2,-8.2%,-13.1%,-2.6%,-20.1%,20.6,32.3%[activator],-27.0%
CCCC(=O)Nc1cc2nn(-c3ccccc3)nc2cc1C,0.7%,nt,nt,nt,-15.5,32.0%[activator],nt
O=c1cc(CN2CCCC(CCc3ccccc3C(F)(F)F)C2)[nH]c(=O)[nH]1 (configuration not stated),-19.1%,?,-6.1%,-9.3%,11.5,6.2%,?
COC(=O)c1cc2sc(C)cc2n1CC(=O)Nc1ccc(C)c(C)c1,-14.7%,nt,nt,nt,1.5,6.3%,nt
# (cont.)
SMILES,SNCA viab count,3T3 cytotox,FLuc inh,GPT2 inh,IP6K1 inh,SNCA expr inh,HEK293 tox
Cc1ccc(CN2CCCCCCNC(=O)[C@@H]3C[C@@H](C(=O)NCCc4cnc[nH]4)C[C@@H]32)o1,-3.7%,?,-0.7%,-17.5%,13.1,3.2%,-23.8%
COc1ccc(F)cc1-c1ccc(CN2CCC(NC(=O)c3ccc(NC(C)=O)cc3)C2)cc1 (configuration not stated),nt,20µM*,nt,nt,-1.9,nt,?
Cc1ccccc1CCNC(=O)c1ccc(Cn2c(=O)c3cccn3c3cccnc32)cc1,-0.5%,nt,nt,nt,49.1,24.5%,nt
Cc1cccc(NC(=O)CCNS(=O)(=O)c2cccc3nonc23)c1,9.1%,nt,nt,nt,-6.6,14.3%,nt
CC(C)NC(=O)N1CCN(C(=O)NC(C)C)[C@@H](C(=O)N[C@H](Cc2c[nH]c3ccccc23)C(N)=O)C1,5.5%,i,-4.3%,4.8%,1.7,17.7%,i
CC1(CNC(=O)NCc2ccc(F)cc2)CCOCC1,3.4%,i,0.7%,3.4%,1.8,13.0%,-5.8%
Cc1ccc(NC(=O)c2nc3sccn3c2-c2cccc(C#N)c2)cc1,-12.2%,-14.3%,nt,i,12.5,16.6%,-27.3%
Cc1ccc(Cl)cc1NC(=O)Cn1c(SCC(=O)NCc2ccccc2)nc2ccccc21,-13.2%,nt,nt,nt,22.3,16.6%,nt
Cn1ccnc1C(=O)N1CCC2(CC1)CC(Cc1nc(C3CC3)no1)CCO2 (configuration not stated),-11.6%,-22.6%,-3.5%,?,-6.5,-13.4%,-12.9%
O=C1CC2(CCN(C(=O)C3CCCCC3)C2)Nc2ccccc2N1 (configuration not stated),-3.2%,-2.3%,nt,-1.2%,-0.4,-26.9%,i
O=C(NCCc1ccccc1)c1ccc2nc(N3CCCCC3)sc2c1,13.8%,nt,nt,nt,-30.8*,181.1%[activator],nt
N#Cc1ccccc1CN1CCCCCCNC(=O)[C@@H]2CCC[C@@H]21,?,-27.8%,-5.0%,i,7.4,-14.1%,?
COc1ccc(CC2CN(Cc3cccc(-n4cccn4)c3)CCO2)cc1 (configuration not stated),4.1%,-28.2%,-3.6%,i,15.4,-24.1%,?
COc1ccc(N(CC(=O)Nc2ccc(Cl)cc2C)S(=O)(=O)c2ccccc2)c(OC)c1,0.3%,nt,nt,nt,4.7,-7.0%,nt
O=C(NC1(C(F)(F)F)NC(=O)N(CCc2ccccc2)C1=O)c1ccccc1F (configuration not stated),1.8%,nt,nt,nt,5.1,17.6%,nt
CN(CCO)C(=O)c1cn2cc(-c3cccs3)n(CC3CC3)c(=O)c2n1,11.3%,-5.6%,-2.5%,-3.1%,2.7,-15.4%,-22.0%
Cc1ccc(OC(C)c2nc(-c3cccnn3)no2)cc1C (configuration not stated),8.9%,-21.7%,-11.1%,?,9.5,40.2%[activator],-24.8%
Cc1c(-c2nc(-c3ccccc3)no2)nnn1-c1cccc(C(F)(F)F)c1,1.0%,nt,nt,nt,0.5,51.8%[activator],nt
O=c1c2cnn(-c3ccc(Cl)cc3)c2ncn1Cc1cccc(C(F)(F)F)c1,5.3%,nt,nt,nt,7.3,20.9%,nt
Cc1ccc(C)c(N2CCN(C(=O)CN3C(=O)COc4ccc(S(=O)(=O)N5CCCCCC5)cc43)CC2)c1,0.9%,nt,nt,nt,-3.7,9.2%,nt
Cc1ccc(N2CC(NC(=O)c3cccc(Cl)c3)CC2=O)cc1C (configuration not stated),2.1%,nt,nt,nt,11.1,-2.6%,nt
COc1cccc(C2=CC(c3ccccc3F)n3ncc(C(=O)Nc4ccc(F)cc4)c3N2)c1 (configuration not stated),?,nt,nt,nt,-8.1,?,nt
COc1ccccc1CNC(=O)c1cc2cccc3c2n1CC(C)S3 (configuration not stated),-15.0%,nt,nt,nt,-32.8*,?,nt
COc1ccc(NC(=O)Cn2nnc(C(=O)NCc3ccccc3Cl)c2N)cc1Cl,10.7%,nt,nt,nt,-10.5,25.1%,nt
O=C(c1ccc(F)cc1)N1CC(Oc2cccc(-c3nc(-c4ccccc4)no3)c2)C1,2.3%,?,?,-6.4%,0.0,5.6%,?
# The list continues:
SMILES,SNCA viab count,3T3 cytotox,FLuc inh,GPT2 inh,IP6K1 inh,SNCA expr inh,HEK293 tox
Cc1noc([C@@H]2CN(Cc3ccccc3C#N)C[C@H]2C(N)=O)n1,-2.0%,-12.5%,-10.2%,-10.6%,8.1,-12.8%,-11.7%
CNC(=O)c1cc(C)nc2onc(C3CCN(C(=O)c4ccc(F)cc4)C3)c12 (configuration not stated),nt,-19.8%,nt,nt,1.4,nt,-3.0%
COCCCNC(=O)CSC1=Nc2ccccc2C2=NC(CCC(=O)NCc3ccc(OC)cc3)C(=O)N12 (configuration not stated),-4.7%,nt,nt,nt,-2.7,8.4%,nt
COc1ccc(Nc2cnc3ccc(N(C)Cc4cccnc4)nn23)cc1OC,-15.7%[87.6 µM],?,3.8%[172 µM],-12.7%[88.5 µM],-3.9,8.3%[87.6 µM],?
Cc1ccc(C(=O)Nc2ccc(NC(=O)c3cccs3)cc2)cc1C,-1.6%,nt,nt,nt,-16.0,-3.4%,nt
COc1ccc(CC(=O)NCCc2sc(-c3cccc(F)c3)nc2C)cc1,-7.6%,nt,nt,nt,0.0,-14.5%,nt
Cn1nccc1C(=O)N1C[C@@H]2CCCN3CCC[C@@H]([C@H]23)[C@H]1CCCC(=O)N1CCOCC1,-8.8%,i,4.3%,i,4.8,13.5%,-2.7%
O=C(CSc1nc2c([nH]c3ccccc32)c(=O)n1-c1ccccc1)N1CCc2ccccc21,6.3%,nt,nt,nt,14.2,?,nt
O=C(NC1CCCCC1)N1CCC(c2noc(-c3cnccn3)n2)C1 (configuration not stated),-1.5%,-11.9%,5.2%,i,-5.4,22.4%,-3.9%
CSc1cccc(NC(=O)O[C@@H]2CC[C@]3(C)C(CC[C@@H](O)[C@H]3CC(=O)N3CCC(C)CC3)[C@]2(C)CO)c1 (some centres not stated),?,?,1.0%,-1.6%,21.6,?,?

# Profiles, quoted from the list. Order of screens: SNCA viab count | 3T3 cytotox | FLuc inh | GPT2 inh | IP6K1 inh | SNCA expr inh | HEK293 tox
# Cc1ccc(C(=O)Nc2ccc(NC(=O)c3cccs3)cc2)cc1C is entered as -1.6% | nt | nt | nt | -16.0 | -3.4% | nt
# Cc1noc([C@@H]2CN(Cc3ccccc3C#N)C[C@H]2C(N)=O)n1 is entered as -2.0% | -12.5% | -10.2% | -10.6% | 8.1 | -12.8% | -11.7%
# CNC(=O)c1cc(C)nc2onc(C3CCN(C(=O)c4ccc(F)cc4)C3)c12 (configuration not stated) is entered as nt | -19.8% | nt | nt | 1.4 | nt | -3.0%

# Screens (PubChem BioAssay)
